LMPTP inh – blocks human LMPTP phosphatase. P24666. recombinant LMPTP-A, OMFP fluorogenic substrate, fluorescence intensity. inhibition, % at 20 µM. 360,000 tested, 0.22% active;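 active means compounds that cut the enzyme signal by at least half of the control window in the single-dose screen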;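 further: plate controls were DMSO wells with enzyme plus substrate for no effect and substrate without enzyme for full effect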
Target sequence (P24666 whole entry, looked up): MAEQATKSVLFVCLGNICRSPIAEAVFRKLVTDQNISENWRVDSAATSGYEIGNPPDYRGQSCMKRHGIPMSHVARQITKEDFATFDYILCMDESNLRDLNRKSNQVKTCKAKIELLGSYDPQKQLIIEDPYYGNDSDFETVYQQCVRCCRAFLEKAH
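Test system: LMPTP-A phosphatase enzyme; input: 0.625 nM LMPTP-A final; reagent: OMFP substrate, 400 µM final; compound dosing: 20 µM single dose, 3% DMSO; incubation: 50 min dark incubation at room temperature; measured by: endpoint fluorescence intensity from OMFP dephosphorylation; measure: % inhibition relative to no-enzyme and uninhibited control wells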
TbMetRS inhib – blocks T. brucei methionyl-tRNA synthetase activity | purified T. brucei MetRS, ATP depletion, Kinase-Glo luminescence | inhibition, % at 11.9 µM | 360,000 tested, 0.4% active | AID 624268;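 active means inhibition above a per-plate cutoff of the control wells' mean inhibition plus 3 SD, cut at about 5.5% in these data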;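 further: 0% = DMSO wells median and 100% = median of wells with control inhibitor compound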
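Dosing: 11.9 µM single point; system: parasite MetRS enzyme; technique: luminescence of leftover ATP; times: 15 min enzyme-compound preincubation, 2 h reaction, 10 min detection, 25 °C; replicates: each compound tested once; read-out basis: percent inhibition relative to median high and low control wells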
STEP block – STEP (human) phosphatase inhibition; P54829; recombinant STEP, OMFP fluorogenic substrate, fluorescence; inhibition, % at 20 µM; 360,000 tested, 0.25% active; AID 588621;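 active means inhibition at 20 µM, scaled per plate between control wells, above about 37%, limit read from the data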;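 further: 0% = DMSO with enzyme and substrate and 100% = substrate only without enzyme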
Target sequence (P54829 whole entry, looked up): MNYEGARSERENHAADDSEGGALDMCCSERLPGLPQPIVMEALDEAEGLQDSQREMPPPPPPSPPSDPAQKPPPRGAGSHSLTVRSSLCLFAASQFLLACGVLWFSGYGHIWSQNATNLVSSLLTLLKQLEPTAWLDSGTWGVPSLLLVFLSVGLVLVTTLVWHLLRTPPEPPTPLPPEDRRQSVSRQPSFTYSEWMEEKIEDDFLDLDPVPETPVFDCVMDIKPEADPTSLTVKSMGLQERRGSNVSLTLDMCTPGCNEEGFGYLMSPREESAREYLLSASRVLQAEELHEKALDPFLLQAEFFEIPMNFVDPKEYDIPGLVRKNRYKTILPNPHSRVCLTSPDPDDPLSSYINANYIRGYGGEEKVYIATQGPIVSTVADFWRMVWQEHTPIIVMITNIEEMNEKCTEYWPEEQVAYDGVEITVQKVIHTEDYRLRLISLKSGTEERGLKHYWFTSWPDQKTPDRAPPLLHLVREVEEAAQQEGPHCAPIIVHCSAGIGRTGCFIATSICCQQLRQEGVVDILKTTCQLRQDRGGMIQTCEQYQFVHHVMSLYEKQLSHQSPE
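material = STEP tyrosine phosphatase | reagent = fluorogenic phosphatase substrate OMFP at 25 µM final | doses = single compound dose of 20 µM, 1% DMSO final | schedule = 20 min reaction, room temperature, in the dark | measured by = fluorescence, 480/540 nm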
MLLE-PAM2 inh – inhibitors of microRNA-mediated deadenylation, human PABP1 MLLE binding; 360,000 tested, 0.36% active; inhibition, % at 20 µM; AID 588489; GST-MLLE / FITC-PAM2 fluorescence polarization; P11940; in the data active means inhibition above about 35%, passing the limit was not always enough;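 further: plate controls were DMSO wells with GST-MLLE for no effect and wells lacking GST-MLLE protein for full effect; some results filed as inactive read as strong as hits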
NadD inh – blocks S. aureus nicotinate mononucleotide adenylyltransferase; purified NadD enzyme, colorimetric absorbance read-out; inhibition, % at 20 µM; 360,000 tested, 0.78% active; AID 602399; in the data active means inhibition above about 26%; further: some compounds past the cut are filed as inactive
Rpn11 inh – Rpn11 (human) deubiquitinase inhibition; O00487; human 26S proteasome, Ub4-pepOG fluorescence polarization; 20S core pre-blocked with epoxomicin; calls only at 20 µM; 360,000 tested, 0.59% active; AID 588493;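 active means inhibition at 20 µM, scaled to each plate's controls, above about 33%, limit read from the data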
DNMT1 block – DNMT1 (human) enzyme inhibition. DNMT1 molecular beacon, Hinp1I cleavage, fluorescence. inhibition (reported as % activation of signal), % at 10 µM. 360,000 tested, 0.83% active; in the data active means inhibition above about 50%
CSN deneddyl inh – inhibitors of human CSN-mediated cullin deneddylation | inhibition, % at 12.5 µM | Purified CSN, SCF-Nedd8-OG deneddylation, fluorescence polarization | AID 651999 | 360,000 tested, 0.38% active;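 active means pattern-corrected inhibition above about 35%, with an unprinted fluorescence ratio check between 0.5 and 1.5, limit read from the data, passing the limit was not always enough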;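 further: 0% = enzyme with substrate and 100% = substrate without enzyme; some results filed as inactive read as strong as hits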
Target sequence (Q92905 whole entry, looked up, one chain of several): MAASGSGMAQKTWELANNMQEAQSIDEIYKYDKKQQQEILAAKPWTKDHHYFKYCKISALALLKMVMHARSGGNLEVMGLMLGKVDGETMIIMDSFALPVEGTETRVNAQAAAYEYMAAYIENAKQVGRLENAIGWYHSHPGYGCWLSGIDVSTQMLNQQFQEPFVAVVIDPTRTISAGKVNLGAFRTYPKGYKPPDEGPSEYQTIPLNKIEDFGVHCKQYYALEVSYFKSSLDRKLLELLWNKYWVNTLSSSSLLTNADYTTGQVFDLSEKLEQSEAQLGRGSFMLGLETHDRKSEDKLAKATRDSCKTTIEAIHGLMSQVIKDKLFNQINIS
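Material: purified human Csn5 enzyme expressed in HEK293T cells / Medium: Tris buffer pH 7.5, NaCl, DTT, Tween-20, trehalose, ovalbumin / Compound dosing: 12.5 µM single point / Schedule: 90 min incubation of compound, enzyme and substrate at room temperature / Signal: fluorescence polarization of the substrate / Control set: no-enzyme wells high, enzyme-with-substrate wells low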
Scp1 inh – inhibitors of human Scp-1 phosphatase; Q9GZU7; Recombinant Scp1, phosphopeptide, malachite green phosphate absorbance; inhibition, % at 20 µM; 340,000 tested, 0.88% active;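 active means inhibition above about 50% at 20 µM, limit read from the data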;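 further: plate controls were DMSO wells with enzyme for no effect and wells lacking enzyme for full effect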
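System: truncated SCP-1 phosphatase (76-261aa); medium: Tris acetate buffer pH 5.5 with MgCl2 and Tween-20; incubation: 45 min room-temperature reaction, 5 min colour, 30 min stabiliser; compound: single 20 µM dose, 1% DMSO; reagent: Phosphorylated 17-residue peptide substrate; read-out: % inhibition at 20 µM; technique: colorimetric free-phosphate detection, absorbance 630 nm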
SUMO1 PPI mod – SUMO1-SIM interaction modulation. SUMO1 binding to a labelled peptide, TR-FRET, 1 h. inhibition, % at 20 µM. 360,000 tested, 0.33% active. AID 602429; in the data active means inhibition above about 37%
* hit, by the source's call; i = inactive; / = no result given. The order is random. About 3.6% of those tested had a hit in this group.

structure	LMPTP inh	TbMetRS inhib	STEP block	MLLE-PAM2 inh	NadD inh	Rpn11 inh	DNMT1 block	CSN deneddyl inh	Scp1 inh	SUMO1 PPI mod
CC(C)(C)c1cc(NCc2ccccn2)n2ncc(-c3ccccc3)c2n1	2.7	-0.7	2	-2	-8	i	-19	-2	-7	8
COCCCNCCOCCOc1ccc(Cl)cc1Br	-0.7	1.6	-1	3	-6	i	-1	0	-7	3
CC1CCN(C(=O)c2[nH]cnc2C(=O)N[C@@H](CCCCNC(=O)OC(C)(C)C)C(=O)OC(C)(C)C)CC1	1.9	-0.3	-2	-2	4	i	2	-2	3	-1
Cc1csc(NC(=O)CSc2nc(C)nc3c2c(=O)n(C)c(=O)n3C)n1	-1.7	0.2	2	1	-1	i	3	2	-6	4
Cc1ccccc1SCC(=O)OCC(=O)Nc1sccc1C(N)=O	1.3	-0.1	-4	-12	-8	i	-1	3	0	7
CCC(CC)c1nnc(NC(=O)c2nn(C)c(=O)c3ccccc23)s1	-0.1	0.0	0	-2	2	i	2	-6	/	-3
N#Cc1ccc(C(=O)NCC(c2ccco2)N2CCCC2)cc1 (centres undefined)	0.3	-0.8	-4	-5	-5	i	2	-5	-9	-2
COc1cccc(-n2c(SCC(N)=O)nnc2-c2ccco2)c1	-0.5	-0.8	1	-9	1	i	-2	-3	10	-1
CC(OC(=O)c1ccc(NC(=O)CC#N)cc1)C(=O)Nc1ccc(S(=O)(=O)N2CCCC2)cc1 (centres undefined)	0.7	-0.1	-2	-26	11	i	-22	-5	/	-7
CC1CCCC(C)N1C(=O)CSc1nnc(C2CCCCC2)o1 (centres undefined)	-1.1	-0.3	-2	9	-7	i	2	2	3	-1
CNC(=O)COc1coc(CN2CCN(c3ccccc3)CC2)cc1=O	-1.1	0.5	-2	7	-2	i	3	-8	3	3
CCOC(=O)N1CCN(C(=O)c2cc3c(s2)-c2ccc(Cl)cc2S(=O)(=O)C3)CC1	-0.2	-0.7	-2	2	-3	i	1	-6	-3	-15
CN1C2C=C3C(C#N)=C(N)C(C#N)(C#N)[C@H](c4c(F)cccc4F)[C@H]3C1CC2 (some centres undefined)	0.3	-0.2	-2	22	2	i	-5	1	-4	17
CC1=C/C(=C\c2ccc3c(c2)OCO3)C(=O)S1	1.1	-0.1	0	29	0	i	7	4	-14	-7
CCN(CC)c1ccc(NC(=O)c2cccc(C)c2)cc1S(=O)(=O)Nc1ccccc1OC	9.5	-0.8	5	27	8	i	3	-4	-1	9
O=C1CSC(c2ccccc2F)N1c1cc(Cl)ccc1O (centres undefined)	0.1	0.2	-4	7	-2	i	1	2	-7	3
COc1ccc2[nH]c(=O)c(-c3nnn(-c4ccc(F)cc4)n3)cc2c1	-1.9	-0.5	2	8	-2	i	1	7	-6	-17
Cc1cc(C(=O)N2CCC2(C)C(=O)O)nn1C(C)(C)C (centres undefined)	0.7	-0.2	1	9	-1	i	6	1	/	-1
O=C(Cc1ccc(Cl)cc1)NNC(=S)NC(=O)c1cccnc1	-3.1	-0.2	0	17	7	i	-1	-2	-4	-1
c1ccc(NC2=NCCN2CCCC2CCCCC2)cc1	0.2	0.0	-3	8	-2	i	6	1	31	3
CSc1ccccc1NC(=O)CN(C)CC(=O)Nc1ccc(Cl)cc1[N+](=O)[O-]	-0.1	2.2	2	2	-1	i	-3	1	-5	-26
CC(C)C[C@@H](CN)NC(=O)c1nc[nH]c1C(=O)N[C@@H](Cc1c[nH]c2ccccc12)C(=O)CNC[C@H](C)NC(=O)c1nc[nH]c1C(=O)N[C@@H](CC(=O)O)C(=O)O	-1.7	0.5	-3	6	27	i	12	0	10	9
C[C@H](O)[C@@H]1C(=O)N2CCc3ccc(-c4cccc(F)c4)cc3[C@@H]2C[C@@H]1N(C)S(=O)(=O)c1ccccc1	3.4	-0.2	2	1	3	i	-13	0	-4	-2
NC1=NC(=O)/C(=C\c2ccsc2)S1	0.5	-0.5	0	4	11	i	1	5	2	-18
Cc1cccc(N(C)S(=O)(=O)c2ccc(-c3cnc(C4CC4)o3)cc2)c1	2.8	-0.3	2	2	1	i	0	-1	22	-6
CCN(CC(=O)Nc1ccc(NC(C)=O)cc1)C(=O)c1sc2nc3n(c(=O)c2c1C)CCC3	-1.1	-0.2	-2	-13	6	i	5	-1	-6	2
CCOc1ccc(OCC)c(NC(=O)C2CCN(S(=O)(=O)c3ccc4c(c3)CC(C)N4C(C)=O)CC2)c1 (centres undefined)	1.3	-0.9	0	-5	-3	i	-6	2	10	-2
COc1ccccc1Nc1ccc(N)cc1	4.1	-1.4	3	18	8	i	-12	1	4	3
CCOC(=O)N1CCN(C(=O)c2ccc3c(c2)N(CC)CCS3)CC1	-2.2	-0.4	-3	18	-1	i	5	1	-9	1
CC(C)NC(=O)C1(C)CN(S(C)(=O)=O)CC(=O)N1Cc1cccs1 (centres undefined)	0.0	-0.3	/	/	/	/	/	1	/	-2
CC(=O)Nc1ccc(NC(=O)C(C)OC(=O)/C(C#N)=C/c2ccc(N(C)C)cc2)cc1 (centres undefined)	3.4	-0.2	-11	36	-2	i	12	15	8	-26
CCNc1c(NC(=O)c2ccc3c(c2)OCO3)c(=O)oc2ccccc12	-1.5	0.0	1	-10	0	i	5	1	-4	4
Cc1cc(C)c(C)c(S(=O)(=O)Nc2ccccc2C(=O)NN2CCOCC2)c1C	-0.9	0.2	1	-6	1	i	-1	7	6	3
O=C(Nc1cccc(C(=O)NC2CC2)c1)c1ccccc1	0.4	-0.1	-1	6	4	i	2	-4	4	3
C=CCn1c(SCC(=O)Nc2sc(C)c(C)c2C(=O)OCC)nnc1-c1sc(N)nc1C	0.1	-1.3	3	0	9	i	-1	7	-4	3
O=C1C2(c3ccccc3)CN(CCO)CC1(c1ccccc1)CN(CCO)C2	1.1	-0.3	4	6	1	i	1	-1	-10	-1
CC(=O)c1cc(O)c2ccccc2c1O	2.7	0.6	4	41*	8	i	-23	0	24	11
CCCCCCCCC[n+]1cccc2c3ccccc3ccc21	1.9	5.7*	2	-9	6	i	6	6	12	-25
O=S1(=O)CCC(NC(=S)NC2CCS(=O)(=O)C2)C1 (centres undefined)	-1.1	0.1	0	-2	-7	i	2	1	-6	-1
O=C(c1ccc2c(=O)n3c(nc2c1)CCCCC3)N1CCN(c2cccc(Cl)c2)CC1	-0.4	-0.3	-2	5	8	i	1	-5	-9	4
CSc1ccc(CN(C)C(=O)CCNS(=O)(=O)c2ccc(C)c(C)c2)cc1	0.1	-0.6	0	10	-9	i	-1	-2	-8	4
O=C(CCCl)Nc1nnc(SCC(=O)NC2CCCC2)s1	-0.3	-0.1	-2	-4	0	i	2	3	-4	-13
CCN(CCC(=O)O)c1ccccc1	-2.6	-0.3	0	4	-5	i	-1	3	2	0
COc1ccc(CCNC(=O)c2noc(C)c2[N+](=O)[O-])cc1OC	-1.1	-0.6	0	-17	-7	i	-5	2	-19	-20
COc1ccc(C(C)(O)c2nc(-c3cncnc3)cs2)cc1 (centres undefined)	-1.6	0.0	-3	-9	-5	i	2	4	/	4
Cc1nc2c(c3c1[nH]c1ccccc13)C(=O)CC(C)(C)C2	2.7	-1.6	0	-32	-4	i	-1	10	3	-11
CCC(C)N(C(=O)CSc1ccc(NC(C)=O)cc1)C1CCS(=O)(=O)C1 (centres undefined)	0.0	-1.0	2	45*	1	i	1	8	-3	1
O=C(NCc1cccc(Cl)c1)c1ccc(-c2ccc(F)c(F)c2)c2ccoc12	6.7	-0.2	4	0	-6	i	1	-1	/	1
COC(=O)c1cccc(S(=O)(=O)N(Cc2ccco2)Cc2cc3cc(OC)ccc3[nH]c2=O)c1	0.7	0.1	1	9	-3	i	-3	-2	-8	18
C[C@@H]1Cc2[nH][nH]c(=O)c2[C@H](C)O1	-0.4	-0.1	/	/	4	/	/	4	/	1
CC(C)(C)c1cc(/C=N/NC(=O)C[n+]2ccccc2)cc(C(C)(C)C)c1O	-1.6	-0.5	2	-2	-7	i	-5	0	-13	-1
COC(=O)c1ccccc1NS(=O)(=O)c1ccc(O)c(C(=O)O)c1	-1.3	-0.1	0	6	-3	i	-1	4	-10	5
CCc1ccccc1OCC(=O)NNCC(=O)Nc1cccc(C#N)c1	1.0	-0.1	-3	-17	-2	i	-4	3	-6	2
O=C(CSc1nc(=O)n2ccccc2n1)N1CCC(Cc2ccccc2)CC1	-0.2	0.2	0	8	1	i	2	0	1	13
Cc1ccc(-c2nc(CS(=O)(=O)CC(=O)NC3CCCCCC3)c(C)o2)cc1	0.6	-0.2	1	11	-2	i	-1	-1	3	3
N#C/C(C(=O)N1CCOCC1)=C1/SC(Cc2ccccc2)C(=O)N1c1ccccc1 (centres undefined)	-0.1	0.3	-2	10	-4	i	1	0	-5	-3

Next section
structure	LMPTP inh	TbMetRS inhib	STEP block	MLLE-PAM2 inh	NadD inh	Rpn11 inh	DNMT1 block	CSN deneddyl inh	Scp1 inh	SUMO1 PPI mod
CC(C)c1nnc(NC(=O)C2CCCN2S(=O)(=O)c2ccc(Cl)cc2)s1 (centres undefined)	-0.7	-0.2	0	-3	4	i	-4	-7	-12	3
O=C(CCc1ccccc1Cl)Nc1cc2c(cc1C(=O)O)OCCCO2	-1.2	0.0	-3	9	5	i	1	-6	-5	0
CCOc1ccc(NC(=S)NNC(=O)c2cc(Br)ccc2Cl)cc1	0.0	-0.2	-1	23	0	i	1	-5	-10	-2
CCC(=O)Nc1c(-c2ccccc2)c(=O)c2ccccc2n1C	-0.8	0.5	-2	-1	2	i	0	1	-5	-2
COc1ccc(C(=O)OC(C)C(=O)NC(C)CCc2ccccc2)cc1OC (centres undefined)	0.8	-0.5	-2	-5	-9	i	-2	-1	-17	-1
COc1ccc(-n2c(=S)[nH]c3ccccc32)cc1	2.7	-0.3	0	-85	3	i	-2	10	-12	-6
Cc1ccc(/C=N/NC(=O)c2ccccc2OCc2ccc(F)cc2)o1	0.1	-0.7	0	-21	2	i	5	0	1	-10

Assay outcomes deposited in PubChem by several laboratories.
